NR2F2 inh: NR2F2 transcriptional activity inhibitors, primary screen, cell-based, luciferase reporter, HEK293T, luminescence. COUP transcription factor 2 (Homo sapiens), P24468. HEK293T NGFI-A luciferase reporter. inhibition, % at 8.6 µM. 370,000 compounds, 0.7% hits. AID 686940, 2013;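 active = inhibition above a per-plate cutoff, mean inhibition of test wells between control levels plus 3 SD, cut at about 38% in these data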;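 note: cells cotransfected with COUP-TFII expression vector driving the NGFI-A reporter; 0% = median of COUP-TF2 test wells and 100% = reporter-only cells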
SRC2 inh: inhibition of GAL4-SRC2 driven luciferase reporter, primary screen, SRC2 inhibitor project, cell-based, luminescence; Nuclear receptor coactivator 2 (Homo sapiens), Q15596; HEK293 GAL4-SRC2 luciferase reporter; inhibition, % at 9 µM; 370,000 compounds, 0.17% hits;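 active = inhibition above the mean inhibition of all tested compounds plus 3 SD, set per campaign, cut at about 52% in these data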;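 note: 0% = DMSO treated cells and 100% = cells given Gossypol at 36 µM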
* = called active by the depositor.

SMILES | NR2F2 inh | SRC2 inh
CC[C@H](C(=O)Nc1ccccc1N1CCCC1)c1ccccc1 | -0.4 | 4.5
O=C1NC(=O)C2(CCOc3ccc(F)cc32)N1 (configuration not stated) | 0.4 | -15.7
O=C(O)c1ccc(-n2nc(-c3ccccc3O)nc2-c2ccccc2O)cc1 | 6.8 | 12.6

Some of these compounds in order of their number in SRC2 inh, lowest first.
SMILES | NR2F2 inh | SRC2 inh
O=C1NC(=O)C2(CCOc3ccc(F)cc32)N1 (configuration not stated) | 0.4 | -15.7
CC[C@H](C(=O)Nc1ccccc1N1CCCC1)c1ccccc1 | -0.4 | 4.5
O=C(O)c1ccc(-n2nc(-c3ccccc3O)nc2-c2ccccc2O)cc1 | 6.8 | 12.6

Screens deposited in PubChem BioAssay by The Scripps Research Institute Molecular Screening Center.

Some of the compounds tested, so the mix of outcomes need not match the whole.
